Screening results deposited in PubChem BioAssay by several laboratories.
S1P4 ag: S1P4 receptor agonists, primary screen, cell-based; Sphingosine 1-phosphate receptor 4 (Homo sapiens), O95977; S1P4-expressing cell line, agonist reporter assay; AID 1509, 2009; activation, % at 4.98 µM; 220,000 tested, 0.35% active; in the data active = activation above about 11%;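 also: 0% = DMSO vehicle and 100% = reference agonist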
NPY2 pot ag: NPY-Y2 potentiators or agonists, primary screen, cell-based; cells expressing NPY-Y2, potentiator/agonist read-out; activation, % at 3.6 µM; 220,000 tested, 0.45% active; AID 1359, 2008; in the data active = activation above about 27%;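 also: cells stimulated with NPY near EC25 plus isoproterenol at EC100; 0% = vehicle plus submaximal agonist and 100% = vehicle plus saturating agonist; some results beyond the cut were filed as inactive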
Target sequence (P49146 whole entry, looked up): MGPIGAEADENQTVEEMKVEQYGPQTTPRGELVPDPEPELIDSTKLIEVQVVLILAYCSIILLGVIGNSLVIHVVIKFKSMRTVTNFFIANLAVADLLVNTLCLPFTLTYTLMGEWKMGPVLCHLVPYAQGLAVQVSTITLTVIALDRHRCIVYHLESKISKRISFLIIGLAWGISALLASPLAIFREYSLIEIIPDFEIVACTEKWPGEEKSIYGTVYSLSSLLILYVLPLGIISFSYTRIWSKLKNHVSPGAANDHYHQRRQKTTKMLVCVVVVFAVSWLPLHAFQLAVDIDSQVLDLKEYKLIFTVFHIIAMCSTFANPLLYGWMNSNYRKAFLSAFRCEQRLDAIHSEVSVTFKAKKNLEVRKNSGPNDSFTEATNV
NPY1 pot ag: NPY-Y1 receptor potentiators or agonists, primary screen, cell-based | Neuropeptide Y receptor type 1 (Homo sapiens), P25929 | NPY-Y1 expressing cells, potentiator/agonist activation | activation, % at 3.6 µM | 220,000 tested, 0.37% active | AID 1304, 2008; in the data active = activation above about 33%, passing the limit was not always enough;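 also: cells stimulated with NPY at EC10 then isoproterenol at EC100; 0% = low agonist plus stimulus and 100% = saturating agonist plus stimulus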
NPY-Y1 antag: NPY-Y1 receptor antagonists, primary screen, cell-based; HEK293-CNG Y1 cells, membrane potential fluorescence; NPY at EC95, then isoproterenol; AID 1040, 2008; 200,000 tested, 1% active; inhibition, % at 3.6 µM; Neuropeptide Y receptor type 1 (Homo sapiens), P25929;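 active = inhibition above the campaign mean inhibition of all tested compounds plus 3 SD, cut at about 20% in these data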;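 also: 0% = DMSO wells given NPY plus isoproterenol and 100% = isoproterenol alone without NPY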
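Assay system: HEK293 cells with Y1 receptor plus CNG channel | Probe or stimulus: NPY (25 nM), isoproterenol (1 µM), Ro 20-1724 (25 µM) | Timing: Compound incubation 1 h at room temperature, readout 45 min post-stimulation | Measured by: Membrane-potential fluorescent dye readout | Benchmarks: High control isoproterenol alone, low control NPY with isoproterenol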
p47phox inh: p47phox/p22phox peptide binding inhibitors, primary screen, biochemical, uHTS, NADPH oxidase regulatory subunit | fluorescence polarization, 2 h | inhibition, % at 24.7 µM | AID 1274, 2008 | 220,000 tested, 0.53% active;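 active = inhibition above about 30%, limit read from the data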;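 also: 0% = p47phox with labelled peptide and 100% = labelled peptide alone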
Target sequence (P14598 whole entry, looked up): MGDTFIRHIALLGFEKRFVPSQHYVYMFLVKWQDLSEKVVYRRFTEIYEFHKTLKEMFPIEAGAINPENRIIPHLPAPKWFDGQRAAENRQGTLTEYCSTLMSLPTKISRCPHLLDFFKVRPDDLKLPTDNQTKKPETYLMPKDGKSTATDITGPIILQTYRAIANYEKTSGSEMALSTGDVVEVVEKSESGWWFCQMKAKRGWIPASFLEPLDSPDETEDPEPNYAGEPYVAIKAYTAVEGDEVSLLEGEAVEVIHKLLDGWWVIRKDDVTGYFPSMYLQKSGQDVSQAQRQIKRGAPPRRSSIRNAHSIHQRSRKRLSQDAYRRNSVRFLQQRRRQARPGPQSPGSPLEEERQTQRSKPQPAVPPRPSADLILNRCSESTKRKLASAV
CHOP inhibitor: inhibitors of CHOP promoter induction, primary screen, cell-based, unfolded protein response, luciferase reporter | 220,000 tested, 3.8% active | inhibition, % at 10 µM | CHO-K1 CHOP-promoter luciferase, tunicamycin-induced, 15-18 h | AID 2732, 2010;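 active = compounds that reduced the stress-induced luciferase reporter signal by more than about 70% of percent inhibition, limit read from the data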;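 also: 0% = tunicamycin plus vehicle and 100% = wells without tunicamycin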
BaF3 tox: parental Ba/F3 cell viability inhibition, counter-screen for JAK2V617F inhibitor project, murine pro-B, CellTiter-Glo luminescence | CellTiter-Glo ATP luminescence | 220,000 tested, 1.1% active | inhibition, % at 5.6 µM | AID 1486, 2009;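 active = inhibition above a per-campaign cutoff, the mean inhibition of all tested compounds plus 3 SD, cut at about 27% in these data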;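 also: 0% = DMSO wells and 100% = JAK Inhibitor I control wells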
S1P4 antag: S1P4 receptor antagonists, primary screen, cell-based; Sphingosine 1-phosphate receptor 4 (Homo sapiens), O95977; inhibition, % at 4.98 µM; AID 1510, 2009; 220,000 tested, 0.26% active; S1P4-expressing cells, antagonist mode, reporter read-out; in the data active = inhibition above about 29%;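 also: 0% = wells stimulated with agonist and 100% = vehicle wells without agonist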
Ba/F3 V617F tox: reduced viability of JAK2V617F-dependent Ba/F3 cells, primary screen, JAK2V617F inhibitor project, cell-based, Ba/F3 EpoR-JAK2V617F, luminescence. ATP luminescence. inhibition, % at 5.6 µM. 220,000 tested, 1.1% active. AID 1446, 2008;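 active = inhibition above the campaign mean plus 3 SD over all tested compounds, cut at about 24% in these data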;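 also: cytokine-independent growth of Ba/F3 cells driven by EpoR plus mutant JAK2; 0% = DMSO-treated cells and 100% = JAK inhibitor I control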
* = called active by the depositor; . = no result given.

SMILES	S1P4 ag	NPY2 pot ag	NPY1 pot ag	NPY-Y1 antag	p47phox inh	CHOP inhibitor	BaF3 tox	S1P4 antag	Ba/F3 V617F tox
COc1cc(C(=O)Nc2ccc3c(c2)C(=O)c2ccccc2C3=O)cc(OC)c1OC	0.9	-2	-23	3	5	-21	4	-13	2
Nn1c(SC/C=C/c2ccccc2)nnc1-c1ccncc1	-0.2	-12	-5	-1	-6	-12	4	-10	-1
C#CCNC(=O)C1=C[C@H](c2ccc(Br)cc2)C[C@H](OCc2ccc(CO)cc2)O1	-0.5	-30	-7	3	-17	-1	-6	13	-2
CCC(C)(C)NC(=O)c1ccc(S(=O)(=O)N2CCCCCC2)cc1	1.6	-10	-12	-1	-5	-3	10	-11	3
CCOc1cc2c3c(c1)C1(C(=O)N3C(C)(C)C=C2C)C(C#N)=C(N)Oc2cc(O)ccc21 (centres undefined)	2.9	15	6	-1	-22	66	3	7	-1
Cc1nn(C(C)C(=O)NCc2ccccc2)c(C)c1[N+](=O)[O-] (centres undefined)	-0.5	-7	7	-2	-22	12	-1	7	2
CN1C(N)=NC(=O)/C1=C/c1ccc(OC(F)(F)F)cc1	0.4	2	-6	-5	2	10	10	-20	0
Cc1ccc(-c2nn(-c3ccccc3)cc2/C=C/C(=O)Nc2nccs2)cc1	1.6	0	-14	3	-1	93*	1	-7	-4
CCCCNc1nc2ccccc2n1CC(=O)N1CCc2ccccc2C1	-0.5	-9	-33	23*	4	28	5	8	4
COc1ccc(-c2[nH]c(-c3ccccc3)nc2SCC(=O)Nc2nccs2)cc1	-1.6	-5	2	-2	0	-1	0	13	-4
Cc1ccc(S(=O)(=O)/C(C#N)=C/c2c[nH]c3ccccc23)cc1	-1.5	5	-15	2	-21	17	1	2	-2
Cc1ccccc1Nc1c(-c2ccc(N3CCOCC3)cc2)nc2ncccn12	0.5	43*	56*	-4	-1	3	5	7	-2
Cc1cc(C)nc(SCc2csc(N)n2)n1	-1.0	4	2	1	-4	-8	1	-11	-2
O=C(CCCN1C(=O)/C(=C/c2ccco2)SC1=S)Nc1cccc(C(=O)O)c1	0.2	5	12	.	-36	6	5	-8	-6
CCN(CC)CCOc1cccc(C(C)C)c1	-0.1	0	-9	-1	-5	28	5	-10	1
CCCC(=O)Nc1sc2c(c1C(=O)OC)C(C(=O)OC)CC2 (centres undefined)	-0.1	-8	-4	15	-7	7	2	-24	-7
COc1ccccc1NNC(=O)c1cccnc1Oc1ccccc1	-0.2	-13	-8	.	-2	1	0	15	-1
CCOC(=O)CCCNC(=O)CSc1nc2ccc(OCC)cc2[nH]1	0.6	14	0	3	-7	2	-3	-20	-2
Cc1ccc(NC(=O)CN2CCCCCC2)cc1Br	-1.2	3	3	-1	0	7	0	6	-2
OCCC1CN(Cc2ccc(Oc3ncccn3)cc2)CCN1CCc1ccccc1 (centres undefined)	6.8	-1	7	6	-1	-5	1	-4	-2
CC(C)NC(=O)CN1CCC(c2ccccc2)C(O)C1 (centres undefined)	0.9	2	0	0	-23	-3	5	-4	-3
Cc1ccc(C(C)C)c(OCC(O)CN2CCOCC2)c1 (centres undefined)	0.5	76*	89*	-13	-2	21	3	-15	1
CCOc1ccc(NC(=O)c2cc3cc4ccc(OC)cc4nc3o2)cc1	-2.7	8	-9	3	2	-4	1	-1	-4
O=C(CN1CCCN(S(=O)(=O)c2ccc(Br)cc2)CC1)Nc1ccc2c(c1)OCO2	0.3	13	-28	3	-8	23	4	0	1
COc1ccc2[nH]cc(CCNS(=O)(=O)Cc3ccccc3)c2c1	2.6	19	20	-3	-9	10	7	-8	-2
CCOC(=O)c1c(C)[nH]c(C2=NNC(=Nc3ccc(OCC)cc3)SC2)c1C	-0.6	-10	21	-2	-14	32	1	-12	-3
CN(C)c1ccc(NC(=O)CN2C(=O)CC(c3ccccc3)=Nc3ccccc32)cc1	-1.1	5	4	2	11	91*	3	-4	0
O=C(OCc1ccc(Cl)cc1Cl)c1ccncc1	0.8	-2	-15	1	-2	51	1	-12	0
CCOc1cc(N2CCOCC2)c(OCC)cc1NC(=O)CN1C(=O)NC(CC(C)C)C1=O (centres undefined)	0.5	16	4	7	-7	15	-1	-25	1
COc1ccc(Br)cc1CNC(=O)CCc1nc(-c2ccccc2F)no1	-0.7	-16	-41	16	2	4	3	-25	2
Cc1ccccc1Nc1c(-c2ccncc2)nc2ccc(Cl)cn12	1.5	45*	54*	-6	-9	-34	1	-6	-2
O=C(N/N=C/c1oc(O)c2ccccc12)c1ccccc1	1.9	-6	-13	-3	8	-17	6	-10	1
COc1cc(C2NC(C(=O)O)Cc3c2[nH]c2ccccc32)cc(OC)c1OC (centres undefined)	-2.5	-2	11	1	0	3	1	-5	-2
Cc1cnc2cc(Cl)c(Cl)cc2n1	-2.6	14	8	0	-1	12	0	-10	-3
CCNc1nc(NCC)nc(OCCOC(=O)COc2ccc(Cl)cc2Cl)n1	0.4	-10	-16	4	-5	6	4	-27	-4
COc1ccccc1Nc1nc(-c2ccc3c(c2)NC(=O)CO3)cs1	0.7	12	10	-2	13	39	2	13	0
Cc1cc(NC(=O)CN2CCN(S(=O)(=O)c3ccc(Cl)cc3)CC2)no1	0.8	-6	-4	2	-6	5	6	15	3
CCOCC(=O)Nc1sc2c(c1C(=O)OCC)CCCC2	-1.4	-17	-49	9	-9	49	0	6	-3
Cc1cccc(C)c1NC(=O)C(C)c1ccc(-c2ccccc2)c(F)c1 (centres undefined)	-0.5	-3	-12	8	-11	45	-1	-14	-4
O=C(COC(=O)c1ccc(Cl)nc1)Nc1ncc(Cl)cc1Cl	-0.6	11	6	0	-2	10	0	-4	-3
O=C(NC1CC2CCCC(C1)N2C(=O)Nc1ccc(Cl)c(C(F)(F)F)c1)C1CC1 (centres undefined)	0.6	4	9	2	-8	13	-2	-17	-1
Cc1noc(C)c1S(=O)(=O)N1CCC(C(=O)N2CCN(C(=O)c3ccco3)CC2)CC1	0.0	12	5	-4	-9	33	5	-12	-2
CCOc1c(Br)cc(C2NS(=O)(=O)N=C3CCCCCN32)cc1OC (centres undefined)	0.9	4	10	1	-4	-3	1	7	1
COc1cc2nc(CN3CCN(S(=O)(=O)c4ccc(C)c(C)c4)CC3)[nH]c(=O)c2cc1OC	2.6	3	17	5	-7	35	6	-14	0
COc1cc2c(cc1OC)CN(c1nc(CN3CCCC3)nc3sc(C)c(C)c13)CC2	1.7	-24	-19	1	1	78*	4	-18	6
CN(C)CCNc1ccc(Cl)cc1[N+](=O)[O-]	1.1	-2	1	-1	-5	-7	6	3	0
COc1cc(C(=O)Nc2ccc3c(c2)OCCO3)ccc1-n1cnnn1	0.9	-7	10	-2	-4	-19	3	-7	1
CCN(CC)CCCNC(=O)c1cc2c(-c3ccc(Cl)cc3)nn(C)c2s1	0.4	-16	-12	10	-33	2	29*	-24	7
CC1=C(C(=O)OCc2ccccc2)C(/C=C/c2ccccc2)NC(=S)N1 (centres undefined)	0.8	-14	-19	2	-20	50	9	-5	3
Cc1c(Cl)ccc2c1NC(=O)[C@]21N[C@@H](CCC(N)=O)[C@H]2C(=O)N(c3ccc(F)cc3)C(=O)[C@H]21	1.0	-4	-11	3	-4	27	3	2	5
Carrying on.
SMILES	S1P4 ag	NPY2 pot ag	NPY1 pot ag	NPY-Y1 antag	p47phox inh	CHOP inhibitor	BaF3 tox	S1P4 antag	Ba/F3 V617F tox
CCOc1ccc(C(Nc2ccc(C)cc2)P2(=O)OCCC(C)O2)cc1 (centres undefined)	-0.1	8	-7	9	-6	2	5	-10	7
O=C(Cc1ccccc1)NCCCc1ccccc1	-0.6	-9	-25	6	-2	8	5	7	5
O=S(=O)(c1ccc(Cl)cc1)N1CCN(C(=S)Nc2ccc(F)c(Cl)c2)CC1	-2.0	2	31	-4	7	78*	21	1	22
CC1(CCc2ccccc2)NC(=S)N(c2ccc(Cl)cc2)N1 (centres undefined)	2.1	3	9	1	-8	-16	1	-21	-4
COc1cccc(C2=CC(c3ccc(OC)c(OC)c3)NC(=S)N2)c1 (centres undefined)	-0.7	14	16	.	-16	28	0	15	-7
CCCCN(CC)CCNC(=O)CCC(=O)Nc1ccc2nc(N3CCN(C)CC3)cc(C)c2c1	0.7	-2	0	3	-2	7	7	7	3
O=C1N(c2ccc(Cl)cc2)C(c2ccc(Cl)cc2)N2CCCN12 (centres undefined)	2.2	-1	7	3	-22	0	4	-12	-1
CCc1ccc(NC(=O)CSc2nc3ccccc3c(=O)n2CCCN2CCC(C)CC2)cc1	0.1	-15	-38	38*	-2	-7	6	8	-1
CC(C)OP(=O)(OC(C)C)C(O)c1ccc2c(c1)OCO2 (centres undefined)	-0.4	-2	-12	1	12	21	0	-18	6
Cc1cccc(NC(=S)N2CCN(Cc3ccccc3)CC2)c1C	-0.9	7	-17	6	10	8	6	-3	4
O=C(NCCCN1CCCC1=O)c1ccc2c(c1)NC(=O)C(N1CCOCC1)S2 (centres undefined)	1.4	7	-9	2	-14	37	2	11	-2
CC1SC(c2ccc(F)cc2)NC1=O (centres undefined)	0.8	-6	-4	-1	-12	-2	3	-8	-1
Cc1cc(CNC(=O)CC2C(=O)NCCN2Cc2ccccc2C(F)(F)F)nn1C (centres undefined)	1.0	8	14	3	3	21	3	-11	-2
COc1ccc(S(=O)(=O)N/N=c2\oc3c(OC)cccc3cc2S(=O)(=O)c2ccc(C)cc2)cc1OC	-1.0	-11	-5	3	.	15	8	-7	4
OCC1(CCc2ccccc2)CCN(Cc2c(F)ccc(F)c2F)CC1	1.1	-2	-15	1	1	8	10	-4	-1
Cc1ccc(NC(=O)N/C=C/c2ccc(Cl)cc2)cc1	1.2	-6	-7	-1	5	10	-2	-11	-3
CC(=O)Nc1ccc(N2C(=O)c3ccc(C(=O)Nc4nnc(SCc5ccc(F)cc5)s4)cc3C2=O)cc1	0.4	-20	-8	3	-11	6	8	4	-2
O=C(CSc1nnc(NC(=O)c2ccccc2Cl)s1)Nc1ccc2c(c1)oc1ccccc12	0.9	-5	-2	-2	-24	71*	-2	0	-2
Cc1ccc(Cn2nnc3c(=O)[nH]c(C4CCCN(S(=O)(=O)c5ccccc5)C4)nc32)cc1 (centres undefined)	-4.3	-16	-26	10	-3	29	7	4	0
CNC(=O)COC(=O)CCC(=O)c1ccc(Cl)cc1	3.1	-14	-12	8	-1	-5	2	-16	1

Only Ba/F3 V617F tox, NPY-Y1 antag and S1P4 antag, for some of the entries so far:
| SMILES | Ba/F3 V617F tox | NPY-Y1 antag | S1P4 antag |
| --- | --- | --- | --- |
| Cc1cccc(C)c1NC(=O)C(C)c1ccc(-c2ccccc2)c(F)c1 (centres undefined) | -4 | 8 | -14 |
| O=C(COC(=O)c1ccc(Cl)nc1)Nc1ncc(Cl)cc1Cl | -3 | 0 | -4 |

No enrichment for hits, and some 7.1% of all compounds hit somewhere here.
